GLA spleen mod: alpha-galactosidase A (human) modulation. AID 2107. hit rate 0.008% among 240,000. Potency, µM (titrated, usually from 80 µM), inactives show top-dose activity change, negative = inhibition, actives largely listed as inhibitors. human spleen homogenate, 4MU-alpha-Gal fluorescence, 40 min. P06280;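 note: 0% = enzyme with vehicle and -100% = no enzyme basal signal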
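Human spleen homogenate (1 ug) was the enzyme source, with 4-methylumbelliferyl-alpha-D-galactopyranoside (1 mM final) in pH 5.0 citrate buffer with 0.01% Tween-20. Compounds were titrated; after 40 min at 37C, NaOH/glycine stop, 4-MU fluorescence read; AC50 from Hill fits.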
GAA spleen mod: inhibits or activates alpha-glucosidase in human spleen homogenate. human spleen homogenate, 4-MU-alpha-glucoside fluorescence. Potency, µM (highest dose often 79.9 µM), for inactives: at the highest dose activity change, negative = inhibition, actives largely listed as inhibitors. hit rate 0.006% among 240,000;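 note: 0% = enzyme with vehicle and -100% = no enzyme basal signal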
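Compounds were titrated against alpha-glucosidase in spleen homogenate at pH 5.0, with 1 mM 4-methylumbelliferyl substrate for 40 min at 37 C. Reactions were quenched with pH 10 NaOH/glycine and fluorescence measured.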
GAA inh: blocks human lysosomal alpha-glucosidase; purified human GAA, 4-MU-alpha-glucoside fluorescence; Potency, µM (titrated, usually from 76.9 µM), for the others: top-dose activity change, negative = inhibition, usual class: inhibitors; hit rate 0.005% among 200,000; AID 1466;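 note: plate controls were uninhibited enzyme wells for no effect and no-enzyme background for full effect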
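qHTS format, compound range up to 77 uM. Human lysosomal enzyme at 4 nM, 400 uM 4-MU glucoside substrate, pH 5.0, 20 min room temperature; fluorescence after alkaline stop gives activity normalized to controls.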
Epigenetic derep: regulators of epigenetic silencing causing reporter derepression in mouse cells. murine LDR cells, GFP reporter derepression, 30 h. Potency, µM (series often up to 53.9 µM), for the others: at the highest dose GFP activation, most hits filed as activators. hit rate 0.2% among 280,000. AID 1865; note: % of control where 0% means no effect; nearly all actives have a fitted effect of over 60% in size
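Murine LDR cells bearing a silenced CMV-driven GFP reporter were exposed to compound for 30 h at 37 C. After PBS washes, GFP-positive cells (20-120 um objects) counted by laser-scanning microplate cytometry.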
GAA glycogen mod: inhibitors or activators of human alpha-glucosidase glycogen cleavage. P10253. recombinant GAA, glycogen substrate, Amplex Red glucose oxidase fluorescence. Potency, µM (doses to about 76.4 µM), for inactives: at the top dose activity change, negative = inhibition, usual class: inhibitors. hit rate 0.38% among 300,000. AID 2100;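 note: 0% = full enzyme reaction and -100% = no-enzyme basal signal; the screen sought inhibitors and activators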
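Recombinant enzyme (4 nM final) with compounds titrated up to 77 uM and bovine liver glycogen (30 ug) in citrate pH 5.0, 0.01% Tween-20, 37 C 40 min. Released glucose detected by Amplex Red/glucose oxidase (Ex 573/Em 610); AC50 from Hill fits.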
NPSR antag: neuropeptide S receptor (human) antagonism, cAMP. Q6W5P4. CHO-NPSR cells, cAMP TR-FRET, antagonist mode. Potency, µM (doses to about 38.3 µM), without a hit: top-dose activity change, negative = inhibition, hits mostly inhibitors. hit rate 1% among 220,000. AID 1461; note: % is set by controls: 0 for no effect and ±100 for the full control effect; nearly all actives have a fitted effect of over 50% in size; many of its hits are not listed in these tables
Target sequence (Q6W5P4 whole entry, looked up): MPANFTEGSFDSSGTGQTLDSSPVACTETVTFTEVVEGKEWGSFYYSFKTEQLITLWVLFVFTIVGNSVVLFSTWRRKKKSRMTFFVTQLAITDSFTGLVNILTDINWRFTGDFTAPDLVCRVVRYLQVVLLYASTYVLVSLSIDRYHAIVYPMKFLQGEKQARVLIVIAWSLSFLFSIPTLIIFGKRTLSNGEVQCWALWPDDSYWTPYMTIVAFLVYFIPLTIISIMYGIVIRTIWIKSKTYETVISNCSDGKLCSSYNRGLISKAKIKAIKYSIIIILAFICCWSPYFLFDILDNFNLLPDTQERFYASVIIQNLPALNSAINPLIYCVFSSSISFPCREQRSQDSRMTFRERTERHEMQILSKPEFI
ALDH1A1 block: inhibitors of human aldehyde dehydrogenase 1A1 | Potency, µM (top dose mostly 75.3 µM), inactives show top-dose activity, negative = inhibition, actives largely listed as inhibitors | hit rate 7.3% among 220,000 | Purified ALDH1A1, NADH fluorescence, propionaldehyde substrate; active = well fitted inhibition curve with a large enough effect, not every such curve was filed as active; inconclusive = small, poorly fitted or top-dose-only effect, or another doubt; inactive = no such curve, though single readings can be large or run the other way;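 note: plate controls were no enzyme wells and a reference inhibitor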
Target sequence (P00352 whole entry, looked up): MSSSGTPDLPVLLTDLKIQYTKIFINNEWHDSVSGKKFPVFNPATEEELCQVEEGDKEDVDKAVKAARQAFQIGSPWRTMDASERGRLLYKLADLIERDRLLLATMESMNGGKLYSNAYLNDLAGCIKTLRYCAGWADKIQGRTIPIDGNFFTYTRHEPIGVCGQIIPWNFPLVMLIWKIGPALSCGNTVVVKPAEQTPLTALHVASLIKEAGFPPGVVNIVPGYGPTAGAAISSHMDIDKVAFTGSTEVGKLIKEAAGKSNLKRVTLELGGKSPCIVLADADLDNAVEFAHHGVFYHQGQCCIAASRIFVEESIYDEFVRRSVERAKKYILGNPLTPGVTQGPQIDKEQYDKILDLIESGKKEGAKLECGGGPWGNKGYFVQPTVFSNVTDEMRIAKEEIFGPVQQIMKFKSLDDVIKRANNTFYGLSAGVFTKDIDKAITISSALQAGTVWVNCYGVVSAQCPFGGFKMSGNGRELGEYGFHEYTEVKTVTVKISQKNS
Tau fluor cs: counter-screen for tau fibril formation inhibitors | hit rate 0.93% among 280,000 | AID 1463 | Potency, µM (highest dose often 57.7 µM), for inactives: at the top dose activity change, negative = decrease | tau K18 P301L (four-repeat tau fragment) Alexa594 fluorescence, heparin fibrillization; note: % is set by controls: 0 for no effect and ±100 for the full control effect; nearly all actives have a fitted effect of over 55% in size
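Human K18 P301L tau (15 uM unlabeled plus 0.24 uM Alexa 594-labeled, final) in 100 mM sodium acetate pH 7 was mixed with compound and 20 uM heparin and incubated 6 hr at 37 C.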
* hit, by the source's call; ? = inconclusive; / = no result given; & = joins results of further samples; [ ] = another dose, or the depositor's remark. Unless noted, calls come from the whole dose curve; as a rule, active = well fitted curve in the direction sought with a large enough effect; inconclusive = small, poorly fitted or top-dose-only effect, or another doubt; inactive = no such curve, though single readings can be large; an effect the other way counts as inactive or inconclusive. Potency is the fitted concentration of half-maximal effect. This is a subset (hit frequency here may not be typical).

Preview:
Below each compound – Tau fluor cs	GAA inh	GAA spleen mod	GAA glycogen mod	GLA spleen mod	Epigenetic derep	ALDH1A1 block	NPSR antag
> CCc1cc(C(=O)N2CCCC(CCC(=O)NCc3cccc(OC)c3)C2)no1 (configuration not stated)
  -5%	/	-2%	-9%	4%	-1.2%	?	2%
> CS(=O)(=O)N(CC(=O)NCc1ccco1)c1cc(C(F)(F)F)ccc1Cl
  -4%	6%	0%	3%	2%	-0.8%	-7%	3%[46.1 µM]
> Cc1ccc(C)c(Cn2nnc3c(=O)[nH]c(C4CCCN(C(=O)CC(C)C)C4)nc32)c1 (configuration not stated)
  -11%	?	-3%	-1%	4%	-1.0%	1%	-22%[46.1 µM]

The listing, repeating the preview:
Below each compound – Tau fluor cs	GAA inh	GAA spleen mod	GAA glycogen mod	GLA spleen mod	Epigenetic derep	ALDH1A1 block	NPSR antag
> CCc1cc(C(=O)N2CCCC(CCC(=O)NCc3cccc(OC)c3)C2)no1 (configuration not stated)
  -5%	/	-2%	-9%	4%	-1.2%	?	2%
> CS(=O)(=O)N(CC(=O)NCc1ccco1)c1cc(C(F)(F)F)ccc1Cl
  -4%	6%	0%	3%	2%	-0.8%	-7%	3%[46.1 µM]
> Cc1ccc(C)c(Cn2nnc3c(=O)[nH]c(C4CCCN(C(=O)CC(C)C)C4)nc32)c1 (configuration not stated)
  -11%	?	-3%	-1%	4%	-1.0%	1%	-22%[46.1 µM]
> O=C(Nc1nccs1)c1ccc(-c2cccc([N+](=O)[O-])c2)o1
  -30%	-3%	4%	10%	3%	1.1%	?	1%
> O=C1CCC(=O)N1CN(C(=O)c1ccco1)c1ccccc1
  3%	-2%	-1%	-2%	3%	-0.4%	3%	-8%[46.1 µM]
> COc1ccc(N2C(=O)CC2(/C=C/c2ccccc2OC)C(=O)NC2CCCC2)cc1 (configuration not stated)
  -15%	-4%	-5%	-5%	3%	-1.2%	?	?
> CCN(CC)S(=O)(=O)c1ccc(C(=O)OCn2nnc3ccccc3c2=O)cc1
  -5%	?	-6%	1%	-5%	0.9%	0%	-6%[46.1 µM]
> Cc1ccc2oc(=O)n(CC(=O)c3ccc(F)cc3)c2c1
  -8%	-6%[15.4 µM]	2%	2%	-5%	1.6%	3%	4%
> CN1C(=O)/C(=C2/C=CC=CN2C)OC1=S
  -1%	-2%	4%	0%	-2%	0.0%	?	4%[46.1 µM]
> COc1ccc(CCNC(=O)c2cc(-c3ccccc3OC)on2)cc1OC
  -17%	-4%	-6%	2%	-2%	-1.0%	-6%	?

Continuation.
Below each compound – Tau fluor cs	GAA inh	GAA spleen mod	GAA glycogen mod	GLA spleen mod	Epigenetic derep	ALDH1A1 block	NPSR antag
> CN1C(=O)/C(=C2\SC(=S)N(CCCCCC(=O)O)C2=O)c2ccccc21
  ?	/	-3%	0%	-1%	0.0%	/	2%
> O=C(CCN1C(=O)C2C3C=CC(C3)C2C1=O)Nc1ccc(F)cc1 (configuration not stated)
  2%	4%	4%	5%	-7%	0.0%	-18%	5%[46.1 µM]
> Cc1ccc(NC(=O)CCn2nnc3ccccc32)cc1
  7%	7%	1%	-6%	4%	-4.2%	2%	1%
> O=c1ccc2cc(O)c(O)cc2o1
  -15%&-26%	?	5%	6.3µM*	?	0.1%	?	9%
> CCCCN(CC)S(=O)(=O)c1ccc(C(=O)Nc2nnc(COC)o2)cc1
  -11%	4%	-2%	5%	-1%	-1.0%	8%	8%[46.1 µM]
> CCCc1cc(C(=O)Nc2sc(C)c(CC)c2C#N)no1
  -5%	-13%	-6%	-5%	-4%	3.1%	28µM*	0%[46.1 µM]
> CC[C@@]1([C@@H]2O[C@@H]([C@H]3O[C@@](O)(CO)[C@H](C)C[C@@H]3C)C[C@@H]2C)CC[C@H]([C@]2(C)CC[C@]3(C[C@H](O)[C@@H](C)[C@@H]([C@@H](C)[C@@H](OC)C(C)C(=O)O)O3)O2)O1 (some centres not stated)
  2%	/	4%	/	-11%	-1.0%	1%	/
> O=C(Nc1nnc(CCN2CCCCC2)s1)c1cccc(Cl)c1
  2%	/	2%	-3%	-3%	1.3%	/	17%
> CCSc1nnc(NC(=O)COc2ccc(Cl)cc2)s1
  -4%	-1%	/	10%	5%	-1.4%	6%	1%
> CCOC(=O)CCCNC(=O)CCNC(=O)c1ccc(OC)cc1
  -14%	6%	4%	2%	-3%	0.6%	16%	20%[46.1 µM]

Some of the entries so far, as tab-separated lines.
SMILES	Tau fluor cs	GAA inh	GAA spleen mod	GAA glycogen mod	GLA spleen mod	Epigenetic derep	ALDH1A1 block	NPSR antag
COc1ccc(N2C(=O)CC2(/C=C/c2ccccc2OC)C(=O)NC2CCCC2)cc1 (configuration not stated)	-15%	-4%	-5%	-5%	3%	-1.2%	?	?
CCN(CC)S(=O)(=O)c1ccc(C(=O)OCn2nnc3ccccc3c2=O)cc1	-5%	?	-6%	1%	-5%	0.9%	0%	-6%[46.1 µM]

Going on with the list:
Below each compound – Tau fluor cs	GAA inh	GAA spleen mod	GAA glycogen mod	GLA spleen mod	Epigenetic derep	ALDH1A1 block	NPSR antag
> COc1ccc(/C=N/Nc2cc(C)nc(N3CCOCC3)n2)cc1OC
  -22%	/	-5%	0%	-6%	2.3%	/	-2%
> O=S(=O)(CCN1C=CC(C(F)(F)F)=NCC1)c1ccc(F)cc1
  -11%	-5%	-1%	1%	2%	1.1%	?	?
> COc1ccc(S(=O)(=O)NCC2CCCN(C(=O)CN3CCCCC3)C2)cc1 (configuration not stated)
  -12%	10%	-3%	4%	-3%	-4.9%	?	-22%
> Cc1c(C(=O)C(=O)N2c3ccc(F)cc3CCC2C)c2ccccc2n1C (configuration not stated)
  4%	8%	-4%	4%	0%	-1.0%	-16%	-13%
> COCCSc1nnc(NC(=O)Cc2ccccc2OC)s1
  -4%	6%	-2%	1%	7%	0.0%	22µM*	-13%[46.1 µM]
> COc1cccc(Oc2coc3c(CN4CCOCC4)c(O)ccc3c2=O)c1
  -7%	-3%	-8%	-4%	-3%	-0.7%	?	0%[46.1 µM]
> CCOC(=O)N1CCC(n2c(SCC(=O)NCc3ccco3)nc3ccsc3c2=O)CC1
  -7%	4%	-7%	1%	4%	-1.0%	?	-6%[46.1 µM]
> CCC(C)C(NC(=O)OC(C)(C)C)C(=O)NC(C(=O)NC(C)C(N)=O)C(C)C (configuration not stated)
  -1%	14%	1%	-5%	1%	-4.7%	6%	1%
> COc1nc(-c2ccc(C)cc2)ccc1-c1noc(-c2cccnc2)n1
  -6%	5%	3%	-6%	1%	0.0%	?	8%[46.1 µM]
> CC(/C=N/NC(=O)Cc1cccn1C)=C\c1ccco1
  -22%	-6%	1%	-3%	0%	0.4%	14µM*	-5%[46.1 µM]

(next part)
Below each compound – Tau fluor cs	GAA inh	GAA spleen mod	GAA glycogen mod	GLA spleen mod	Epigenetic derep	ALDH1A1 block	NPSR antag
> CCCCCOc1ccccc1C(=O)NCCCCCC(=O)O
  6%	/	3%	-1%	-2%	0.1%	/	-38%
> O=P(O)(CCCCP(=O)(O)CCc1ccccc1)CCc1ccccc1
  9%	3%	8%	-7%	10%	1.7%	10%	8%[46.1 µM]
> Cc1ccc(C(=O)Cc2nnc(C)s2)cc1
  4%	-14%	-3%	-3%	2%	-5.6%	5%	14%
> CSc1cc(-c2ccc(Cl)cc2)c(C(=O)NN)s1
  8%	1%	-7%	?	-2%	0.2%	?	-12%[46.1 µM]
> Cc1ccc(OCCc2csc(N)n2)cc1
  -13%	-4%	-3%	6%	1%	0.9%	8%	42%
> COc1ccc(C(=O)Nc2cc(C(F)(F)F)ccc2Cl)cc1OC
  -7%	1%	-5%	1%	0%	-0.9%	5%	-7%[46.1 µM]
> CCC(=O)Nc1ccc(C(=O)NNC(=O)c2cccs2)cc1
  1%	3%	-4%	-13%	2%	-0.5%	5%	1%[46.1 µM]
> Cc1cccc(NC(=O)c2onc3c2CCCC3)c1C
  -3%	3%	1%	-2%	-3%	-1.4%	-8%	-13%[46.1 µM]
> Cc1ccc(S(=O)(=O)N(C)C)cc1NC(=O)COc1ccc(-c2nnco2)cc1
  -8%	/	-5%	7%	7%	0.0%	/	11%
> Cc1ccc(-n2nnnc2SCc2nnc(-c3ccccc3Br)o2)cc1
  -21%	-2%	-3%	-3%	4%	-2.2%	?	-25%[46.1 µM]

For reference, some entries already given.
Below each compound – Tau fluor cs	GAA inh	GAA spleen mod	GAA glycogen mod	GLA spleen mod	Epigenetic derep	ALDH1A1 block	NPSR antag
> CCC(=O)Nc1ccc(C(=O)NNC(=O)c2cccs2)cc1
  1%	3%	-4%	-13%	2%	-0.5%	5%	1%[46.1 µM]
> Cc1cccc(NC(=O)c2onc3c2CCCC3)c1C
  -3%	3%	1%	-2%	-3%	-1.4%	-8%	-13%[46.1 µM]
> Cc1ccc(S(=O)(=O)N(C)C)cc1NC(=O)COc1ccc(-c2nnco2)cc1
  -8%	/	-5%	7%	7%	0.0%	/	11%
> Cc1ccc(-n2nnnc2SCc2nnc(-c3ccccc3Br)o2)cc1
  -21%	-2%	-3%	-3%	4%	-2.2%	?	-25%[46.1 µM]

Later entries:
Below each compound – Tau fluor cs	GAA inh	GAA spleen mod	GAA glycogen mod	GLA spleen mod	Epigenetic derep	ALDH1A1 block	NPSR antag
> Cc1ccccc1Nc1nc(N)c2ccccc2n1
  2%	?	3%	3%	3%	8.1%	-3%	-6%
> O=C(O)CNC(=O)CCCn1nnc2ccccc2c1=O
  -18%	/	-3%	4%	-2%	-0.3%	/	-6%[7.67 µM]
> Cc1cc(C)n(-c2ncnc3sc(C)c(C)c23)n1
  -3%	-6%	8%	2%	3%	-3.4%	?	1%[46.1 µM]
> COc1ccc(C(c2c(O)ccc3ccccc23)N2CCOCC2)c(OC)c1 (configuration not stated)
  -26%	-3%	0%	-4%	11%	0.5%	?	?

Compound activity from PubChem.
